# Screens: PubChem, National Center for Advancing Translational Sciences (NCATS)
# Tau fluor cs – counter-screen for tau fibril formation inhibitors; tau K18 P301L Alexa594 fluorescence, heparin fibrillization; Potency, µM (top dose mostly 57.7 µM), inactives show at the top dose activity change, negative = decrease; 0.93% of 280,000 active; AID 1463; further: on the % scale 0 is the no-effect control and ±100 the full control effect; nearly all actives have a fitted effect of over 55% in size
#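 Human tau K18 P301L (15 uM unlabeled, 0.24 uM Alexa 594-labeled) in 100 mM sodium acetate pH 7 with 20 uM heparin, 6 hr at 37 C. ThT 30 uM added, 1 hr ambient; Alexa 594 FP and total fluorescence read at 555/632 nm.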
# GAA spleen mod – inhibits or activates alpha-glucosidase in human spleen homogenate | P10253 | human spleen homogenate, 4-MU-alpha-glucoside fluorescence | Potency, µM (doses to about 79.9 µM), without a hit: top-dose activity change, negative = inhibition, actives largely listed as inhibitors | 0.006% of 240,000 active;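 further: 0% = enzyme with vehicle and -100% = no enzyme basal signal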
#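 Compounds were titrated against alpha-glucosidase in spleen homogenate at pH 5.0, with 1 mM 4-methylumbelliferyl substrate for 40 min at 37 C. Reactions were quenched with pH 10 NaOH/glycine and fluorescence measured.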
# NPSR antag – blocks cAMP signaling of the human neuropeptide S receptor; Q6W5P4; CHO-NPSR cells, cAMP TR-FRET, antagonist mode; Potency, µM (doses to about 38.3 µM), for the others: at the highest dose activity change, negative = inhibition, actives largely listed as inhibitors; 1% of 220,000 active; further: on the % scale 0 is the no-effect control and ±100 the full control effect; nearly all actives have a fitted effect of over 50% in size; many of its hits are not listed in these tables
# Target sequence (Q6W5P4 whole entry, looked up): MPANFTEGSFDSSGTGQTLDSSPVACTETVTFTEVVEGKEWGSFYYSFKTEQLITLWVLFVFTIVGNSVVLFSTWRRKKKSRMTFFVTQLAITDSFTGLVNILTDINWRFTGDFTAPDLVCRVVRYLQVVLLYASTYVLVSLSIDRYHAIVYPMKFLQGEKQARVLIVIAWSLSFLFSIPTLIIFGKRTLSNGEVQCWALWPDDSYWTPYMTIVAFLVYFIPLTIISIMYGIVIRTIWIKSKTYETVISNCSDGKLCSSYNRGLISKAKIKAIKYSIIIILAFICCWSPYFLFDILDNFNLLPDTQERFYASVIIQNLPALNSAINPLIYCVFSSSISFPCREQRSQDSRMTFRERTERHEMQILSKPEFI
# GAA glycogen – inhibitors or activators of human alpha-glucosidase glycogen cleavage. recombinant GAA, glycogen substrate, Amplex Red glucose oxidase fluorescence. AID 2100. 0.38% of 300,000 active. Potency, µM (highest dose often 76.4 µM), without a hit: at the top dose activity change, negative = inhibition, actives largely listed as inhibitors;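 further: 0% = full enzyme reaction and -100% = no-enzyme basal signal; the screen sought inhibitors and activators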
#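 Natural-substrate format: glycogen cleavage by 4 nM human enzyme, glucose read by Amplex Red coupling (Ex 573, Em 610 nm). Normalized to enzyme and no-enzyme controls.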
# ALDH1A1 inh – inhibitors of human aldehyde dehydrogenase 1A1; P00352; Purified ALDH1A1, NADH fluorescence, propionaldehyde substrate; Potency, µM (highest dose often 75.3 µM), inactives show at the highest dose activity, negative = inhibition, most hits filed as inhibitors; 7.3% of 220,000 active; AID 1030; active means well fitted inhibition curve with a large enough effect, not every such curve was filed as active; inconclusive means small, poorly fitted or top-dose-only effect, or another doubt; inactive means no such curve, though single readings can be large or run the other way;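 further: plate controls were no enzyme wells and a reference inhibitor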
# GAA inh – blocks human lysosomal alpha-glucosidase | P10253 | purified human GAA, 4-MU-alpha-glucoside fluorescence | Potency, µM (series often up to 76.9 µM), without a hit: top-dose activity change, negative = inhibition, actives largely listed as inhibitors | 0.005% of 200,000 active | AID 1466;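 further: plate controls were uninhibited enzyme wells for no effect and no-enzyme background for full effect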
#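 Compounds are titrated up to 77 uM against 4 nM human enzyme. Substrate 4-methylumbelliferyl-alpha-D-pyranoside (400 uM) reacts 20 min at room temperature in pH 5.0 buffer; liberated 4-methylumbelliferone is read at 440 nm.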
# aGal spleen mod – inhibitors or activators of human alpha-galactosidase in spleen homogenate; 0.008% of 240,000 active; Potency, µM (titrated, usually from 80 µM), for the others: at the top dose activity change, negative = inhibition, actives largely listed as inhibitors; P06280; AID 2107; human spleen homogenate, 4MU-alpha-Gal fluorescence, 40 min;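 further: 0% = enzyme with vehicle and -100% = no enzyme basal signal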
# Target sequence (P06280 32-429 limits assumed): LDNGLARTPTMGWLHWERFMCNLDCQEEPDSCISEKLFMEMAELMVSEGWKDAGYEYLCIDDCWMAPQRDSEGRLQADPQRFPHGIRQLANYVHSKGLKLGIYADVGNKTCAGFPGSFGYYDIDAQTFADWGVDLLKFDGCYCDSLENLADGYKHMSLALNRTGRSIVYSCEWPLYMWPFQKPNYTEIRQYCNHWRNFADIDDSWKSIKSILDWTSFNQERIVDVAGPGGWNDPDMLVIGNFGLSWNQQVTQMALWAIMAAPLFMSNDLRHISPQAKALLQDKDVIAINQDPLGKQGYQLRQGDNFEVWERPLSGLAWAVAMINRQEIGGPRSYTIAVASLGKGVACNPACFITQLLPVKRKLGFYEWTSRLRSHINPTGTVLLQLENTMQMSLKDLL
#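 Human spleen homogenate (1 ug) as enzyme source, 4-methylumbelliferyl-alpha-D-galactopyranoside 1 mM final, citrate/phosphate pH 5.0 with 0.01% Tween-20. Compounds 40 min at 37C, NaOH/glycine stop; fluorescence Ex 365/Em 440, Hill-fit AC50.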
# Epigenetic derep – regulators of epigenetic silencing causing reporter derepression in mouse cells | murine LDR cells, GFP reporter derepression, 30 h | Potency, µM (titrated, usually from 53.9 µM), inactives show at the highest dose GFP activation, usual class: activators | 0.2% of 280,000 active; further: % of control where 0% means no effect; nearly all actives have a fitted effect of over 60% in size
#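 Derepression of a silenced CMV-GFP reporter in murine LDR cells is scored by enumerating GFP-positive cells with a laser-scanning microplate cytometer after 30 hours of treatment at 37 C.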
# * = called active by the depositor; ? = inconclusive; . = no result given; [ ] = dose if it differs, or a comment. Unless noted, the call rests on the fitted dose curve; in most records, active means well fitted curve in the direction sought with a large enough effect; inconclusive means small, poorly fitted or top-dose-only effect, or another doubt; inactive means no such curve, though single readings can be large; an effect the other way counts as inactive or inconclusive. Potency means the concentration at half of the fitted maximal effect. The list is partial (hit frequency here may not be typical).
SMILES,Tau fluor cs,GAA spleen mod,NPSR antag,GAA glycogen,ALDH1A1 inh,GAA inh,aGal spleen mod,Epigenetic derep
CCC(=O)OCCNc1cc(Sc2nc3ccccc3[nH]2)c2nonc2c1[N+](=O)[O-],?,-9%,?,12%,-20%,-11%,2%,?
O=C(O)CCc1cc(I)c(O)c(I)c1,-11%,9%,.,.,4%,.,-6%,1.1%
COc1cc(SC)ccc1C(=O)NCCOc1ccc(Cl)cc1,-12%,-4%,-11%,2%,-11%,0%,1%,0.0%
Cc1cc(C)cc(NS(=O)(=O)c2ccc3[nH]c(=O)[nH]c3c2)c1,-1%,4%,-3%[46.1 µM],2%,-7%,-2%,4%,-0.8%
CCCNC(=O)NS(=O)(=O)c1cnccc1Sc1ccc(Cl)c(Cl)c1,-3%,-7%,-8%[46.1 µM],19%,?,-2%,-18%,3.5%
O=c1c2ccccc2oc2ccccc12,-16%,11%,.,.,?,.,?,0.8%
Cc1nc(-c2ccccc2)sc1C1(C)CC(c2ccc(OC(F)(F)F)cc2)=NO1 (stereo unspecified),-17%,5%,-11%,-5%,.,.,-3%,0.5%
CC(C)Nc1nc(Oc2cccc(Cl)c2Cl)cc(C(F)(F)F)n1,-14%,-11%,?,-8%,?,-14%,0%,3.2%
Cc1ccc(C2CN=NC23CCc2ccccc2C3=O)cc1 (stereo unspecified),-23%,5%,-8%[46.1 µM],8%,?,?,-6%,5.9%
C/C(=N\Nc1ccc2nncn2n1)c1ccc(Cl)s1,-19%,-5%,26%,1%,.,.,6%,-2.9%
O=C(NCN1CCCCC1)c1cnccn1,4%,6%,2%[46.1 µM],4%,3%,-2%,3%,1.3%
CCOc1ccccc1N1CCN(CC(O)COc2ccc3c(C)cc(=O)oc3c2)CC1 (stereo unspecified),-6%,-1%,-18%[46.1 µM],5%,?,0%,-4%,0.0%
COc1ccc(NC(=O)c2nc(-n3nc(C)cc3C)ccc2Cl)cc1Cl,-6%,0%,-11%,5%,1%,-1%,4%,-10%
CC1(C)N=C2C(=[N+]1[O-])CCC/C2=N\O,2%,-3%,5%[46.1 µM],-4%,-10%,-5%[15.4 µM],2%,0.8%
CCOC(=O)c1nn(-c2c(C)n(C)n(-c3ccccc3)c2=O)cc1O,-4%,4%,-11%[46.1 µM],14%,9%,-3%,-4%,-0.5%
Cc1cc(C)n2nc(CCc3ccccc3)nc2n1,-7%,1%,-5%[46.1 µM],10%,3%,-6%,-3%,-1.0%
COc1ccc(NC(=O)CSc2n[nH]c(N)n2)c([N+](=O)[O-])c1,-5%,-2%,-7%[46.1 µM],9%,-5%,-5%,1%,-1.6%
CCOc1ccccc1N1CCN(C(=O)CCCN2C(=O)c3cccc4cccc(c34)C2=O)CC1,-14%,-4%,?,-8%,?,-8%,-5%,0.0%
COc1ccccc1Oc1coc2c(CN3CCN(C)CC3)c(O)ccc2c1=O,9%,1%,23%[46.1 µM],-1%,?,-2%,-2%,-14%
O=C(c1cccc(S(=O)(=O)N2CCc3ccccc32)c1)N1CCN(c2ccccn2)CC1,-8%,3%,-27%,-3%,13µM*,11%,6%,-2.5%
CC(C)COc1cccc(C(=O)NC(=S)Nc2cccc(NC(=O)c3ccccc3Cl)c2)c1,-22%,-4%,-26%[46.1 µM],8%,10µM*,-16%,6%,0.0%
O=C(NC(=S)Nc1ccc(CN2CCOCC2)cc1)c1ccc(-c2cccc(Cl)c2)o1,-24%,-2%,-23%,-19%,.,.,8%,-1.0%
COc1cc(C(N)=O)cc(Cl)c1OCc1ccccc1,-13%,-1%,0%,-1%,8%,1%,-2%,-1.0%
O=C(NCC(c1ccco1)N1CCCCC1)c1ccc(OCc2ccccc2)cc1 (stereo unspecified),-18%,8%,-29%,-4%,-11%,-14%,6%,-0.4%
Cc1cc(C=C(C#N)C#N)c(C)n1-c1ccccc1,-7%,-2%,-1%[46.1 µM],-3%,8%,3%,-4%,-2.0%

# Reprinted at random: 5 entries already listed
SMILES,Tau fluor cs,GAA spleen mod,NPSR antag,GAA glycogen,ALDH1A1 inh,GAA inh,aGal spleen mod,Epigenetic derep
O=C(NC(=S)Nc1ccc(CN2CCOCC2)cc1)c1ccc(-c2cccc(Cl)c2)o1,-24%,-2%,-23%,-19%,.,.,8%,-1.0%
CCC(=O)OCCNc1cc(Sc2nc3ccccc3[nH]2)c2nonc2c1[N+](=O)[O-],?,-9%,?,12%,-20%,-11%,2%,?
COc1ccc(NC(=O)c2nc(-n3nc(C)cc3C)ccc2Cl)cc1Cl,-6%,0%,-11%,5%,1%,-1%,4%,-10%
CC1(C)N=C2C(=[N+]1[O-])CCC/C2=N\O,2%,-3%,5%[46.1 µM],-4%,-10%,-5%[15.4 µM],2%,0.8%
Cc1nc(-c2ccccc2)sc1C1(C)CC(c2ccc(OC(F)(F)F)cc2)=NO1 (stereo unspecified),-17%,5%,-11%,-5%,.,.,-3%,0.5%

# (list continues)
SMILES,Tau fluor cs,GAA spleen mod,NPSR antag,GAA glycogen,ALDH1A1 inh,GAA inh,aGal spleen mod,Epigenetic derep
COc1cccc(CNc2ccc([N+](=O)[O-])cc2Cl)c1O,?,-3%,-16%,?,-34%,-7%,-4%,2.6%
O=C(c1ccccc1)c1ccc(OCCCCN2CCCCC2)cc1,-3%,-7%,0%[46.1 µM],-5%,?,1%,-4%,-1.0%
O=C(C/C(=N/O)c1ccccc1O)C(F)F,-5%,-2%,7%[46.1 µM],1%,7%,0%,-2%,1.0%
CNc1nn(-c2cccc(Cl)c2)nc1N,-27%,1%,-2%[46.1 µM],?,2µM*,-5%,2%,0.0%
COCCN1CCn2c(nc3cc(NC(=O)Cn4nc(C)c5ccccc5c4=O)ccc32)C1,-22%,2%,7%,6%,.,.,6%,15%
COc1ccc(NC(=S)NCCc2ccc(S(N)(=O)=O)cc2)c(OC)c1,0%,5%,15%,-21%,22µM*,3%,2%,-1.2%
c1ccc(Nc2ncnc3ccc(-c4cccnc4)cc23)cc1,-20%,-1%,.,.,-2%,.,1%,-0.9%
Nc1nc(COc2ccccc2)cs1,-21%,-3%,11%[46.1 µM],4%,8%,-3%,-6%,0.7%
CCNc1nc2[nH]c(=O)c3c(c2s1)OC(N)=C(C#N)C3c1ccc(C)cc1 (stereo unspecified),-20%,-1%,-27%[46.1 µM],-7%,-15%,3%,5%,0.0%
Cc1cccc(-n2c(CNC(=O)Cc3ccccc3)n[nH]c2=S)c1,-1%,.,8%,-6%,-4%,1%,-11%,3.2%
COc1ccc(OCC(=O)NC(=S)Nc2ccccc2F)cc1,-7%,-4%,3%,-3%,?,1%,-2%,-1.7%
COC(=O)C1=C(C)NC(C)=C(C(=O)OC)C1C(=O)OCC(=O)N1c2ccccc2CC1C (stereo unspecified),-5%,1%,-11%[46.1 µM],-1%,?,-7%,2%,-2.5%
O=C1CC(N2CCCN(C3CC(=O)N(c4ccc(F)cc4)C3=O)CC2)C(=O)N1c1ccc(F)cc1 (stereo unspecified),4%,-3%,-11%[46.1 µM],4%,13µM*,-1%,-7%,17%
Cc1[nH]nc(N)c1-c1ccccc1,-2%,-10%,-8%,-7%,1%,?,8%,0.0%
CC1Oc2ccccc2C=C1/C=N/NC(=O)c1ccccc1O (stereo unspecified),-2%,-3%,-32%[46.1 µM],-16%,?,3%,-2%,1.1%
CC1(C)CC2CC(C)(CN2C(=O)COC(=O)c2ccc(Cl)cc2N)C1 (stereo unspecified),0%,-5%,-17%[46.1 µM],2%,?,4%,-13%,1.2%
S=C(Nc1ccc(Cl)cc1Cl)Nc1ccccc1Oc1ccccc1,-29%,-4%,?,-28%,?,-2%,5%,-0.4%
CC1OC(Nc2ccc(N=Nc3ccccc3)cc2)C(O)C(O)C1O (stereo unspecified),-16%,-20%,-17%,2%,-4%,-2%,0%,-0.3%
C=CCn1c(=O)/c(=C/c2ccc(Cl)cc2)s/c1=C(/C#N)c1nnc2n1CCCCC2,-15%,-6%,?,4%,?,-6%,-6%,-1.0%
CC(C)(C)N(Cc1ccccc1)C(=O)c1ccc(Cl)cc1[N+](=O)[O-],-5%,-12%,-50%,-18%,-11%,-17%,-2%,1.1%
COc1ccc(/C=C2\NC(=S)N(CC3CCCO3)C2=O)c(OC)c1C (stereo unspecified),?,-10%,16%[46.1 µM],-2%,0.45µM*,-11%,0%,11%
COc1ccc(OC)c2c1sc(=NC(=O)C1CCCCC1)n2C,-8%,7%,13%,1%,.,.,0%,0.0%
Cc1ccccc1N(CC(=O)N/N=C/c1cc(Br)c(C)o1)S(C)(=O)=O,-15%,13%,13%,-2%,?,2%,9%,-1.6%
CCc1ccc(-c2cn3nc(C)c(C)nc3n2)cc1,-13%,6%,-4%[46.1 µM],-8%,2.8µM*,?,18%,5.3%
O=C(NC1CCCC1)C(=O)N(Cc1cccnc1)C(C(=O)NC1CCCC1)c1ccco1 (stereo unspecified),2%,0%,2%,-9%,-2%,6%,1%,0.0%
SMILES,Tau fluor cs,GAA spleen mod,NPSR antag,GAA glycogen,ALDH1A1 inh,GAA inh,aGal spleen mod,Epigenetic derep
CCOc1ccc(C2=C(C=C(C#N)C#N)C(c3ccccc3)c3ccccc3O2)cc1 (stereo unspecified),-12%,-6%,-41%,6%,-2%,-10%,-12%,0.9%
CCOC(=O)c1[nH]c(CSc2nnnn2-c2ccccc2C)c(C(=O)OCC)c1C,-7%,2%,-22%[46.1 µM],-2%,3.5µM*,-6%,-2%,0.0%
Cn1nc(C(F)(F)F)c(-c2cccc(C(F)(F)F)c2)c1NC(=O)c1cccnc1,-4%,0%,7%,-2%,.,.,1%,0.1%
O=C(COC(=O)c1cccs1)NCC1CCCO1 (stereo unspecified),-6%,-5%,3%[46.1 µM],-4%,0%,-2%,13%,0.8%
O=C(CN1C(=O)c2cccc3cccc(c23)C1=O)N1CCCCCC1,-3%,-5%,-13%[46.1 µM],3%,?,7%,-2%,0.0%
CCOC(=O)N1CCN(c2nc(N(c3ccccc3)c3ccccc3)nc(-n3ccnc3)n2)CC1,-14%,2%,-59%,-6%,.,.,2%,4.0%
O=C1COc2ccc(C(=O)COC(=O)c3cnc(Cl)c(Cl)c3)cc2N1,-15%,3%,-28%,5%,1.3µM*,1%,9%,-3.9%
